Tb PYK inh: qHTS of Trypanosoma Brucei Inhibitors. pyruvate kinase (Trypanosoma brucei), Q57TT1. TbPYK enzyme, Kinase-Glo Plus ATP luminescence, 45 min. Potency, µM (series often up to 76.8 µM), without a hit: top-dose activity, negative = inhibition, most hits filed as inhibitors. 0.12% of 410,000 active. AID 624173, 2012; note: nearly all actives have a fitted effect of over 50% in size
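Readout: single end-point luminescence (Kinase-Glo Plus, 10 min). Reaction conditions were TbPYK/substrate plus 130 uM ADP, 45 min at RT, pH 7.2 TEA buffer. No-enzyme wells served as controls, and data were normalized before concentration-response fitting.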
AMA1 RON2 block: qHTS for Inhibitors of AMA1-RON; Towards Development of Antimalarial Drug Lead: Primary Screen. Plasmodium falciparum AMA1 (3D7) - RON2 peptide interaction. AlphaScreen AMA1-biotinylated RON2 peptide binding. Potency, µM (titrated, usually from 58.2 µM), without a hit: at the top dose activity change, negative = inhibition, most hits filed as inhibitors. 0.2% of 360,000 active;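 note: 0% = vehicle wells and -100% = peptide control; nearly all actives have a fitted effect of over 45% in size; some results filed as inactive show a strong effect at the top dose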
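AMA1 (3D7) with his tag at 25 nM final met compounds first, then biotinylated RON2 peptide at 25 nM; detection used donor plus acceptor beads, 10 µg/mL apiece, read by AlphaScreen after 30 min at room temperature.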
The depositor's hits bear a star; ? = inconclusive; [ ] = remark or other dose. Calls come from the whole dose curve; as a rule, active = well fitted curve in the direction sought with a large enough effect; inconclusive = small, poorly fitted or top-dose-only effect, or another doubt; inactive = no such curve, though single readings can be large; an effect the other way counts as inactive or inconclusive. Unless noted, % is set by controls: 0 for no effect and ±100 for the full control effect; potency is the fitted concentration of half-maximal effect. A portion of the library. The share of hits here may be higher or lower than overall.

Results follow in this order: Tb PYK inh | AMA1 RON2 block
COc1ccc(NS(=O)(=O)c2cc(N=Nc3c(O)[nH]c(=O)[nH]c3=O)ccc2OC)cc1Br
→ 8% | -10%
O=C(COC(=O)/C=C/c1ccccc1[N+](=O)[O-])NCc1ccco1
→ 2% | ?
O=CNc1cc(-c2ccc(C(=O)NC3CC3)cc2)cn2c(-c3ccccc3)cnc12
→ -7% | 37%[activator]
O=C(NCc1ccncc1)[C@@H]1CCCN1C(=O)[C@@H]1CCCN1C(=O)c1cccc2ccccc12
→ 0% | -12%
Cc1cn([C@H]2C[C@H](O)[C@@H](/C=C/C(=O)NCCc3ccc4ccccc4c3)O2)c(=O)[nH]c1=O
→ 3% | 1%
Cc1ccc(S(=O)(=O)N(C)C[C@@H]2OCCCC[C@H](C)Oc3ccc(NC(=O)Nc4ccc(F)cc4)cc3C(=O)N([C@H](C)CO)C[C@H]2C)cc1
→ 4% | 15%
CC(=O)OC1CC2(C)C(C(C)=O)CCC2C2CCC3=CC(=O)CCC3(C)C12 (stereo not given)
→ 4% | -9%
Cc1cc(C(=O)CN2C(=O)NC(C)(c3cc(F)ccc3F)C2=O)c(C)n1C1CC1 (stereo not given)
→ -1% | -11%
CCCCn1c(N)c(N(CCOC)C(=O)CCCn2c(=O)oc3ccccc32)c(=O)[nH]c1=O
→ 3% | 0%
CCN(c1ccccc1)S(=O)(=O)c1ccc(OC)c(NC(=O)C2CCC2)c1
→ 5% | -11%
NS(=O)(=O)c1ccc(CNC(=S)Nc2cc(S(=O)(=O)N3CCOCC3)ccc2Cl)cc1
→ -1% | 3%
Cc1ccc(NC(=O)CNC(=O)C23CC4CC(CC(C4)C2)C3)nc1
→ 5% | -1%
NC1(C(=O)O)CCCCC1c1ccccc1 (stereo not given)
→ 2% | 15%
Fc1ccc(-c2nc3ccc(Br)cn3c2Cc2cccc(Cl)c2)cc1
→ -3% | -14%
O=C(C=Cc1cccc(Cl)c1)c1ccccc1
→ -1% | -3%
CN(Cc1ccccc1)C(=O)c1cccc(NC(=O)Cc2cccc(NC(=O)C3CCN(C(=O)C4CC4)CC3)c2)c1
→ 1% | 0%
CN1OC[C@@H]2CN(Cc3ccc(Cl)cc3)[C@H](c3ccc(N4CCCCC4)cc3)C[C@@H]21
→ 4% | 16µM*
COc1ccccc1N(CC(=O)N1CCCCC1C)S(=O)(=O)c1ccc(Cl)cc1 (stereo not given)
→ -4% | 9%
CCc1nc2ccc(C(=O)Nc3ccc(OC)c(OC)c3)cn2c1N(C)Cc1cccs1
→ -10% | -22%
CCC(C)NC(=O)CSc1ccc(S(=O)(=O)N(C)C2CCCCC2)cn1 (stereo not given)
→ -1% | 11%[11.6 µM]
Cc1ccc(S(=O)(=O)N2CCN(C(=O)COC(=O)CNC(=O)c3ccc(C(C)(C)C)cc3)CC2)c(C)c1
→ 4% | 0%
CC(C)NC(=O)N(C)C[C@H]1Oc2ccc(NC(=O)C3CCCCC3)cc2C(=O)N([C@H](C)CO)C[C@@H]1C
→ -3% | 12%
COc1cccc(C#Cc2cnc3c(c2)C(=O)N([C@@H](C)CO)C[C@H](C)[C@H](CN(C)C(=O)C2CCC2)O3)c1
→ 5% | 12%
CN(C)CCNC(=O)c1cccc2ccc(-c3ccc(-c4ccccc4)cc3)nc12
→ -6% | -27%
CNc1nc(NC)c2cn[nH]c2n1
→ 1% | 17%
NC(=O)CC[C@H](NC(=O)c1ccc(F)cc1)C(=O)OCC(=O)NCc1ccc2c(c1)OCO2
→ -4% | -1%
Cc1onc(-c2c(Cl)cccc2Cl)c1C(=O)N1C(C)CCCC1C (stereo not given)
→ 0% | 3%
Cc1nn(CC(C)C)c(Cl)c1C(=O)NCC(C)(C)N1CCOCC1
→ 2% | -9%
C[C@@H]1CN([C@H](C)CO)C(=O)CCCn2nncc2CO[C@H]1CN(C)S(=O)(=O)c1cccc(F)c1
→ 3% | 5%
COc1cccc(C(=O)C(CCC#N)c2ccccc2)c1 (stereo not given)
→ -8% | 0%

Among those listed so far, 2 contain bromine:
Results follow in this order: Tb PYK inh | AMA1 RON2 block
COc1ccc(NS(=O)(=O)c2cc(N=Nc3c(O)[nH]c(=O)[nH]c3=O)ccc2OC)cc1Br
→ 8% | -10%
Fc1ccc(-c2nc3ccc(Br)cn3c2Cc2cccc(Cl)c2)cc1
→ -3% | -14%

(listing goes on)
Results follow in this order: Tb PYK inh | AMA1 RON2 block
Cc1ccc(Nc2nnc(SCC(=O)NCC3CCCO3)s2)cc1C (stereo not given)
→ 2% | 8%
CCOCCn1c(=O)c2c(nc3n2CCN3c2ccc(C)cc2)n(C)c1=O
→ 5% | -15%
[O-]C(=C(C(=S)Nc1cccc2ccccc12)[n+]1cccc(CO)c1)c1ccc(Cl)s1
→ -4% | -11%
CCC(=O)N1CCC1(C)C(=O)Nc1ccc(Cl)c(Cl)c1 (stereo not given)
→ 1% | 10%
Cc1ccc(NC2CNC(=O)NC2=O)cc1C (stereo not given)
→ 13% | 28%
O=C(Cc1ccccc1)NC(CSSCC(NC(=O)Cc1ccccc1)C(=O)O)C(=O)O (stereo not given)
→ -9% | -5%
O=C(Cc1cccc(NC(=O)C2CCCN(C(=O)c3ccccc3)C2)c1)Nc1cccc(C(=O)N2CCOCC2)c1 (stereo not given)
→ -5% | -5%
N#Cc1c(NC(=O)COC(=O)C2=COCCO2)sc2c1CCCC2
→ -2% | 2%
COc1ccc(-c2cnc(C(O)c3ccc(OC)c(F)c3)[nH]2)cc1 (stereo not given)
→ 2% | -8%
COc1ccc([C@H]2C[C@@H](O)[C@H](n3cc(C4CC4)nn3)CN2C(=O)C2CCCCC2)cc1
→ -5% | 8%
NC(=O)NC[C@@H]1CC[C@@H](Cc2ccc(-c3ccccc3)cc2)O1
→ -5% | -1%
Cc1csc(N2CCCC2c2nc3cc(Cl)c(N4CCCCC4)cc3n2CCCO)n1 (stereo not given)
→ -5% | 0%
CCC(C)Sc1ccc([C@H]2N[C@@](C)(C(=O)OC)[C@H]3C(=O)N(CC)C(=O)[C@@H]23)cc1OC (stereo not given in full)
→ -1% | 24%
COc1ccc(CC(N)c2csc(NC(=O)c3ccc(OC)cc3)n2)cc1 (stereo not given)
→ -10% | 47%[activator]
CCCCOc1ccc(S(=O)(=O)N2CCN(C)CC2)cc1
→ -11% | 0%

As entered above:
`COc1ccc([C@H]2C[C@@H](O)[C@H](n3cc(C4CC4)nn3)CN2C(=O)C2CCCCC2)cc1` – AMA1 RON2 block = 8%
`NC(=O)NC[C@@H]1CC[C@@H](Cc2ccc(-c3ccccc3)cc2)O1` – Tb PYK inh = -5%

The listing continues.
Results follow in this order: Tb PYK inh | AMA1 RON2 block
O=C(COC(=O)c1ccc([N+](=O)[O-])o1)Nc1ncc(Cl)cc1Cl
→ -6% | -4%
COC(=O)[C@]12CCCCC=C1N(Cc1ccco1)C(=O)[C@H](CC(=O)N1CCCCC1)C2
→ -6% | -2%
O=C(COC(=O)c1ccc([N+](=O)[O-])o1)NC1CCCCC1
→ 4% | 14%[11.6 µM]
O=C(NCc1ccc(F)cc1)c1ccc(S(=O)(=O)N2CCCC2)cc1
→ 5% | -11%
CC(C)CN(C(=O)COc1ccccc1C(=O)NCc1ccccc1)C1CCS(=O)(=O)C1 (stereo not given)
→ 0% | 0%
CC(C)c1ccc(CC(=O)N2CCC2(C)C(=O)NS(=O)(=O)c2cccc(C#N)c2)cc1 (stereo not given)
→ -9% | 4%
CC1(C)CC(=O)C=C(c2ccc(COC(=O)c3ccccc3)cc2)C1=O
→ 1% | -29%
Cc1ccc(C(=O)N2CC2C)cc1 (stereo not given)
→ -8% | -18%
Cn1c(=O)c2c(nc(N3CCN(Cc4ccccc4)CC3)n2CC(=O)c2ccccc2)n(C)c1=O
→ 9% | 10%
N#Cc1cn(Cc2ccco2)c(=O)[nH]c1=O
→ -11% | -8%
O=C1NC(=O)C2(N1)c1ccccc1-c1ccccc12
→ -2% | 16%
CNc1cc(=O)n(C)c(=O)n1-c1ccccc1
→ 1% | 0%
O=C(NCc1ccccc1)c1cccc2c(-c3cccnc3)coc12
→ 0% | 0%
COc1ccc(N2CSC(=S)N(c3ccc(OC)cc3)C2)cc1
→ -2% | 7%
CCCCCCN1CCN(C2CN(Cc3cn(CCCCCC)nn3)S(=O)(=O)C2)CC1 (stereo not given)
→ 1% | -12%
CS(=O)(=O)c1ccc(C2=C(CNC(=O)c3ccc([N+](=O)[O-])cc3)[C@H]3CC[C@@H](C2)N3Cc2ccccc2)cc1
→ 4% | -1%
O=C(COC(=O)c1ccc[n+]([O-])c1)Nc1ccc([N+](=O)[O-])cc1Cl
→ -8% | -10%[11.6 µM]
CC(C)(C)[C@H]1COC(=O)[C@@H](Cc2ccc(F)cc2)C/C=C\C[C@@H](CC(=O)N[C@@H](CO)Cc2ccccc2)C(=O)N1
→ 1% | 7%
CC(=O)c1cccc(NC(=O)C2Cc3c(-c4ccc(Cl)cc4)ccnc3O2)c1 (stereo not given)
→ 1% | 0%
CC1CCCCC1NC(=O)CCn1c(=S)[nH]c2ccccc2c1=O (stereo not given)
→ 3% | 23%
COc1ccc2sc(-c3ccc(S(C)(=O)=O)cc3)c(C#Cc3cncn3C)c2c1
→ -5% | 3%
COc1ccc(NC(=O)c2cc(C3CCCCN3S(=O)(=O)c3ccc(F)cc3F)on2)c(C)c1 (stereo not given)
→ -1% | -14%
CCCCN1C(=O)C(CC(=O)NCCc2ccccn2)CC(C(=O)N(C)C)=C1C (stereo not given)
→ -2% | 128%[activator]
CC(=O)c1ccc(Nc2nc(C(N)CCc3ccccc3)cs2)cc1 (stereo not given)
→ -3% | 49%[activator]
COc1cc(C(=O)c2ccc3c(c2)OCO3)cc(OC)c1OC
→ -10% | -8%
CCCNC(=O)C1(C)CCCN(C(=O)c2cc(F)ccc2C)C1 (stereo not given)
→ 0% | -2%
CCOC(=O)C1CCN(CC(=O)Nc2ccc(OC)c(S(=O)(=O)N3CCCCC3)c2)CC1
→ -6% | -22%
CCCS(=O)(=O)NC(=O)C1(C)CCN(C(=O)c2snnc2C)C1 (stereo not given)
→ -7% | -9%
COc1ccc(Cn2c(=O)[nH]c3cc(C(=O)NCc4ccc5c(c4)OCO5)ccc3c2=O)cc1
→ -3% | ?
Cc1ccc(OCC(COCc2ccccc2)NC(C)C)cc1 (stereo not given)
→ 4% | 17%
Cc1cccc(C)c1NC(=O)NS(=O)(=O)c1ccccc1
→ -5% | -2%
CC(=O)Nc1cccc2c1Cc1cc([N+](=O)[O-])ccc1-2
→ -9% | -12%
CC(=O)Nc1ccc(-c2ccnc3c2CC(C(=O)NCC2CCOCC2)O3)cc1 (stereo not given)
→ 3% | 19%
CCOC(=O)c1c(CC(C)C)csc1NC(=O)COC(=O)c1cnc(C)cn1
→ 3% | -1%
Cc1ccc(N=Nc2c(O)[nH]c(=O)[nH]c2=O)cc1S(=O)(=O)Nc1ccc(Br)cc1
→ 2% | -6%
CCOC(=O)[C@]12CCCC=C1N(Cc1ccc(Cl)cc1Cl)C(=O)[C@H](CC(=O)N1CCN(C(=O)c3ccco3)CC1)C2
→ -3% | -2%
Cc1ccccc1C1CC(=O)c2ccccc2C1C (stereo not given)
→ 0% | 49%[activator]
COc1ccccc1/C=C/c1nc2ccccc2c(=O)o1
→ -11% | -5%
CCOc1ccccc1N1C(=O)CC(Sc2ccccc2N)C1=O (stereo not given)
→ -14% | 12%
CC(O)(c1cccc(F)c1)c1nc(-c2ccc3ccccc3c2)cs1 (stereo not given)
→ 0% | 5%
CCOC(=O)[C@@H]1[C@H]2COc3ccc(Br)cc3[C@H]2N2C(=O)N(c3ccc(C(F)(F)F)cc3)C(=O)[C@]12C
→ -8% | 0%
COc1ccc(NC(=O)C2Cc3c(-c4cccc(C(C)=O)c4)ccnc3O2)cn1 (stereo not given)
→ -1% | 0%
COc1cccc(C#Cc2ccc3c(c2)O[C@H](CN(C)C)[C@@H](C)CN([C@@H](C)CO)S3(=O)=O)c1
→ -2% | -26%
Cc1c(C(=O)N2CCC2)oc2ccc(Cl)cc12
→ 2% | -2%
CC1=C(C(=O)N(C)C)CC(CC(=O)NCc2cccs2)C(=O)N1CCC1=CCCCC1 (stereo not given)
→ 1% | -4%

A run of entries from further up, for reference:
Results follow in this order: Tb PYK inh | AMA1 RON2 block
COc1ccc(NS(=O)(=O)c2cc(N=Nc3c(O)[nH]c(=O)[nH]c3=O)ccc2OC)cc1Br
→ 8% | -10%
O=C(COC(=O)/C=C/c1ccccc1[N+](=O)[O-])NCc1ccco1
→ 2% | ?

Carrying on:
Results follow in this order: Tb PYK inh | AMA1 RON2 block
N#Cc1cccc(-c2csc(C(O)(c3ccccc3)C(F)(F)F)n2)c1 (stereo not given)
→ 0% | 2%
Cc1cc(Br)cn2c(Cc3ccccc3)c(-c3cccc(Br)c3)nc12
→ 0% | 0%
C[C@@H]1CN([C@H](C)CO)C(=O)CCCn2nncc2CO[C@H]1CN(C)Cc1ccc(C(F)(F)F)cc1
→ -10% | -5%
CCCCN(C=O)c1c(CC)nc2ccc(C(=O)NCCN(C)C)cn12
→ 5% | 9%
CC(=O)Nc1ccc2c(c1)[nH]c(=O)c1ccccc12
→ -7% | -2%
O=C(OCc1c(-c2ccccc2)ncc2ccccc12)c1cccs1
→ 6% | 3%
